# FBW7 activator – human FBW7 E3 ligase activation, primary screen; Q969H0; AlphaScreen FBW7–phospho-cyclin E peptide binding, activator screen; normalized activity (activation), % at 26.1 µM; actives 0.13% (n = 650,000); AID 1259310; in the data active = normalized activity above about 1.9%;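 also: purified mutant Fbw7 with reduced substrate affinity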
# GPR151 activ – activators of human GPR151 | Q8TDV0 | PathHunter beta-arrestin GPR151 cells, luminescence | activation, % at 11.2 µM | actives 1% (n = 650,000); in the data active = activation above about 4.9%;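 also: 0% = median of compound wells and 100% = cells with positive control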
# Target sequence (Q8TDV0 whole entry, looked up): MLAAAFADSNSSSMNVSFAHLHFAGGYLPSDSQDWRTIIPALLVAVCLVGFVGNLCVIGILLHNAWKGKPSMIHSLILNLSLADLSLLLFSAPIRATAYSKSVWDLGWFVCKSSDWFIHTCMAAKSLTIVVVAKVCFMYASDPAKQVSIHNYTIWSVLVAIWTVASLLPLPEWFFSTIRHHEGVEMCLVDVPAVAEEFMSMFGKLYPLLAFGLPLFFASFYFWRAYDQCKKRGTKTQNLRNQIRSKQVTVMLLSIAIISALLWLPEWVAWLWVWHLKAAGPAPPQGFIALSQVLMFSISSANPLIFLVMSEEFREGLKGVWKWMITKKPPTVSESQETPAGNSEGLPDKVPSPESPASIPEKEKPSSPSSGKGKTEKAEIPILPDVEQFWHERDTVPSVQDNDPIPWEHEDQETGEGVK
# MITF inh – human MITF inhibition, primary screen; O75030; AlphaScreen MITF homodimerization, bead proximity signal; inhibition, % at 2.6 µM; actives 0.91% (n = 650,000); AID 1259374; in the data active = inhibition above about 50%;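 also: 0% = vehicle wells with protein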
# Target sequence (O75030 whole entry, looked up): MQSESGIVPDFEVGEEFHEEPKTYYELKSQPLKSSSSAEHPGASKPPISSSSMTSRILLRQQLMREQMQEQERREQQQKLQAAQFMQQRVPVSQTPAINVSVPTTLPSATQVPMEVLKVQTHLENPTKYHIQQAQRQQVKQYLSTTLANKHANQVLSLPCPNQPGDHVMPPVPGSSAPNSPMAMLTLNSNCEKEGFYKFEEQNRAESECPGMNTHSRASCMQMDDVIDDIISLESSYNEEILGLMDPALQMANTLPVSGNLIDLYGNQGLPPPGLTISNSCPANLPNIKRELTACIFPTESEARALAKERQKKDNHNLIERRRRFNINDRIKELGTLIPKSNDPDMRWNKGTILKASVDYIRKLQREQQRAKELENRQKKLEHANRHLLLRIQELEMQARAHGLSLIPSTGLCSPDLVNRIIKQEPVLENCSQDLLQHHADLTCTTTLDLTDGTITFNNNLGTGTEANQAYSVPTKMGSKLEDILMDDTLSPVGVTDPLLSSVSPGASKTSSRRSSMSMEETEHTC
# TEAD-YAP block – TEAD-YAP interaction inhibition; AID 1259422; inhibition, % at 9.12 µM; actives 1.4% (n = 640,000); HEK-TIYL cells, TEAD-Gal4/YAP UAS-luciferase luminescence; in the data active = inhibition above about 32%;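 also: 0% = median of test compound wells and 100% = reference inhibitor wells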
# Numbers without * were called inactive.
canonical_smiles,FBW7 activator,GPR151 activ,MITF inh,TEAD-YAP block
COc1ccc(C(=O)/C=C/Nc2cccc(C(C)O)c2)cc1 (centres undefined),0.1,0.1,-3,-60
CC(C)(C)c1ccc(C(=O)Nc2cc(C(=O)Nc3cccc(C(F)(F)F)c3)ccc2N2CC3CC(C2)c2cccc(=O)n2C3)cc1 (centres undefined),-0.1,0.0,10,4
CC(C)NC(=O)CC(NS(=O)(=O)c1ccc(Br)cc1)c1ccco1 (centres undefined),0.1,-0.9,9,6
COC(CNC(=O)c1c[nH]c2ccc(S(=O)(=O)N(C)c3ccccc3C)cc2c1=O)OC,0.1,1.0,2,13
CC(C)Cn1cnc2oc(-c3ccccc3)c(-c3ccccc3)c2c1=N,-0.1,-0.5,4,-18
O=C(CNC(=O)c1ccccc1Br)N/N=C/c1ccoc1,0.2,0.2,14,0
COc1cccc(NC(=O)C2CCCN2S(=O)(=O)c2cccc3nsnc23)c1 (centres undefined),-0.2,1.0,11,1
COc1cccc(CN2C[C@@H]3C[C@@H](c4ccsc4)N4CCC[C@@]34C2=O)c1,-0.1,-0.2,11,4
O=C(c1ccc(C(=O)c2ccc(Cl)c(Cl)c2)cc1)c1ccc(Cl)c(Cl)c1,-0.1,1.5,2,-3
Cc1ccc(N2C(=O)CC(n3nc(C)cc3C)C2=O)cc1 (centres undefined),0.0,-1.6,13,8
CC(=O)Nc1cccc(N=Cc2cc(Cl)cc(Br)c2O)c1,0.1,-0.5,-4,2
Cc1c(C(=O)c2ccccc2)oc2ccc(NC(=O)C(C)C)cc12,0.3,-2.1,-6,4
C/C(=N/O)c1ccc2c(c1)C1c3ccccc3C2c2ccccc21,-0.1,-0.7,7,-3
CCCCOC(=O)c1c(C)oc2ccc(NS(=O)(=O)c3ccc(C)cc3C)cc12,-0.1,-0.1,7,5
O=C1N/C(=C/c2ccc(O)c(Cl)c2)C(=O)N1Cc1ccc(Br)cc1,-0.2,0.5,-5,0
COc1ccc2c(CNCCc3ccccc3)c(C(=O)O)n(Cc3ccc(C)cc3)c2c1,-0.1,1.4,2,15
COc1ccc2c(c1)C(=O)C(=O)N2S(=O)(=O)c1ccc(C)cc1,0.0,-0.6,-1,1
CNC(=O)CN(c1ccc2c(c1)OCO2)S(C)(=O)=O,0.1,-0.7,2,7
COc1ccc(/C=C(\C#N)c2[nH]nc(N)c2C#N)cc1Br,0.2,-1.6,14,-40
Cc1ccc(N2C(=O)C3C4C=CC(O4)C3C2=O)cc1C (centres undefined),-0.2,-1.8,5,15
CSCCC(NC(=O)C(COCc1ccccc1)NC(=O)C1CCC(=O)N1C(=O)OCc1ccccc1)C(N)=O (centres undefined),-0.1,-0.7,2,4
CC1(C)CC(=O)C2=C(C1)OC(N)=C(C#N)C2c1cn(CC(N)=O)c2ccccc12 (centres undefined),-0.1,0.1,-2,0
O=C1NC(=O)N(c2cccc(Cl)c2)C(=O)/C1=C\c1cccc(O)c1,-0.1,0.5,9,-1
O=C1N/C(=C\c2ccc(Br)cc2)C(=O)/C1=C/N1CCCCC1,-0.1,0.1,-3,4
CCOc1ccccc1NC(=S)N1CCC(NC(=O)c2ccco2)CC1,-0.2,0.4,-5,7
CC(Cl)C(=O)Nc1ccc(F)c([N+](=O)[O-])c1 (centres undefined),0.0,-0.3,-7,17
O=[N+]([O-])c1ccc(Oc2cccc3cccnc23)c2ccncc12,-0.8,-0.7,11,-5
COc1ccc(C2(C)NC(=O)N(CC(=O)NC(=O)NCc3ccccc3)C2=O)cc1OC (centres undefined),-0.2,1.9,8,5
O=C(CCOc1ccccc1)NNC(=O)c1ccccc1,-0.1,1.9,3,3
O=C(O)c1ccc(N2C(=O)CSC2c2cccc([N+](=O)[O-])c2)cc1 (centres undefined),-0.3,-1.1,-6,0
CCCN1C(=O)/C(=C/c2ccccc2OCC(=O)OCC)NC1=S,0.1,0.3,20,8
O=C(NN=C1C2CC3CC(C2)CC1C3)c1ccc(O)cc1,-0.1,-1.2,0,-34
CCOC(=O)N1CCN(C(=O)CSc2nc3ccccc3s2)CC1,-0.1,-1.1,-14,1
O=c1c2ccccc2[nH]c(=S)n1CCN1CCCC1,0.1,0.5,12,9
Cc1[nH]c2ccccc2c1C(c1cccs1)N1CCC(C(N)=O)CC1 (centres undefined),-0.1,-0.1,9,-8
C=CCNC(=O)C1CC(c2ccc(F)cc2)=NO1 (centres undefined),0.3,-0.3,-31,-11
COC(=O)c1cc(OC(=O)Cc2cc(OC)c(OC)c(OC)c2)cc(C(=O)OC)c1,0.0,0.0,-8,-3
Cc1cc(C)c(Cc2c(C)nc3c(C(=O)NC4CCCC4)cnn3c2C)c(C)c1,0.1,0.8,0,-8
CC1(NC(=O)Nc2ccc([N+](=O)[O-])cc2)CCS(=O)(=O)C1 (centres undefined),-0.1,-0.1,-8,5
CC(C)OC(=O)CC1C(=O)NCCN1C(=S)NC(=O)c1cccs1 (centres undefined),0.1,1.3,1,6
O=C(CN1C(=O)c2ccccc2C1=O)Nc1nnc(COc2ccc(Cl)cc2)s1,-0.8,-0.5,-4,2
Cc1ccc(C)c(C(=O)CSc2nnnn2C(C)C)c1,0.2,0.8,10,7
CCNC(=O)N1CCC(C(=O)NC(c2ccc(F)cc2)c2ncccc2C)CC1 (centres undefined),-0.1,-1.0,-3,-5
Cc1ccc(S(=O)(=O)NCC(C)NS(=O)(=O)c2ccc(C)cc2)cc1 (centres undefined),0.1,0.4,7,1
Cc1cc(C)cc(NC(=O)Nc2nnc(N3CC(C)CC(C)C3)s2)c1 (centres undefined),0.8,-0.9,11,-15
CCC(Oc1ccccc1)C(=O)O/N=C(\N)c1ccccc1 (centres undefined),0.1,-1.0,11,0
O=C(COc1ccc(Br)cc1)Nc1ncc(Cc2ccc(F)cc2)s1,0.4,6.2*,5,6
CCCCc1nc2ccccc2c(=O)n1NC(=O)c1c(O)c2ccccc2[nH]c1=O,0.6,-2.4,-6,4
O=C(NCc1ccco1)c1ccc2c(c1)NC(=O)C(CSCc1ccc(F)cc1)N2 (centres undefined),0.0,-1.7,11,-3
CSc1ccc(C2CC(c3cccs3)Nc3ncnn32)cc1 (centres undefined),0.0,0.6,5,4
COC(=O)c1ccc(OCC2c3cc(OC)c(OC)cc3CCN2C(=O)C2CC2)cc1 (centres undefined),-0.2,-0.4,4,-18
COc1ccc(NC(=O)COc2cccc3ccccc23)c(OC)c1,0.1,-2.6,23,-3
Nc1ncc(-c2cccnc2)nc1NCCCN1CCOCC1,0.1,1.2,6,-7
O=C(Nc1cccc(Cl)c1)c1ccc2c(=O)n(-c3ccccc3)c(SCc3cccc(Cl)c3)nc2c1,-0.1,1.0,1,10
O=C(CCN1CCCCO1)N1CCCC(CNS(=O)(=O)Cc2ccccc2)C1 (centres undefined),0.5,-0.6,-6,-6
Cc1cccnc1C1(O)CCN(C(=O)CC2SC(=O)N(C)C2=O)CC1 (centres undefined),-0.1,1.0,-5,-4
Cc1noc(C)c1-c1cc(Nc2ccc(Oc3ccccc3)cc2)nc(N)n1,0.1,1.0,7,-4
CCN(CC)CCN1CCN(c2ccnc3c(-c4ccc(F)c(Cl)c4)cnn23)CC1,-0.1,0.2,-40,-24
O=C(Nc1ccc(Cl)cc1)c1cc2n(n1)C(C(F)(F)F)CC(c1ccc3c(c1)OCO3)N2 (centres undefined),0.0,-0.2,-3,-10
CC(Cn1cnc2ccccc21)C(=O)O (centres undefined),-0.1,0.7,-1,-6

# More entries.
canonical_smiles,FBW7 activator,GPR151 activ,MITF inh,TEAD-YAP block
CC(C)(C)CC(C)(C)NC(=O)c1cccc([N+](=O)[O-])c1,0.8,-1.8,70*,2
Cc1ccccc1-n1nc2c(c1NC(=O)c1cc3ccccc3oc1=O)CS(=O)(=O)C2,0.2,0.0,22,2
CC(NC(=O)CN(Cc1ccccc1)S(=O)(=O)c1ccccc1)c1ccccc1 (centres undefined),0.2,0.9,6,6
CCOC(=O)C1=C(C)N=c2s/c(=C\c3ccc(-c4cccc(C(=O)O)c4)o3)c(=O)n2C1c1ccc2c(c1)OCO2 (centres undefined),-0.1,0.4,12,-2
COc1ccc(/C=C/C(=O)N2CCN(c3ccccc3OC)CC2)cc1,0.0,-0.2,-4,15
O=C(Nc1c2c(nn1-c1ccc([N+](=O)[O-])cc1)CSC2)C1CCCC1,0.0,1.1,2,2
COCCNc1nc(-c2cccc(Br)c2)cnc1N,0.5,1.4,9,5
CSc1ccc(-c2ncnn2-c2ccc(Cl)cc2)cc1,1.3,0.4,18,-9
COc1ccc(/C=N/NC(=O)c2ccc[n+]([O-])c2)cc1O,-0.2,1.2,1,7
O=C(COc1ccccc1Br)NC1CCCC1,-0.1,-0.2,-5,-16
COc1cccc2cc(C(=O)NC(C)c3ccccc3)c(=O)oc12 (centres undefined),0.0,-0.5,8,9
COC(=O)c1ccc(CN(Cc2ccc(OC)c(OC)c2)S(=O)(=O)c2ccc(F)c(C(=O)Nc3ccc(C)c(C)c3)c2)cc1,0.0,-0.2,18,-2
CC(C)c1ccc2oc(-c3ccc(Cl)c(NC(=O)COc4ccc(Cl)cc4)c3)nc2c1,0.2,0.0,-7,-6
CC(=O)c1ccc(NC(=O)CCl)cc1,0.0,-0.7,17,5
CCCCCCc1ccc(C(=O)Oc2ccc(Cl)cc2)cc1,-0.2,0.4,-2,1
Cc1ccc(NC(=O)N[C@H]2C[C@H]3C(=O)N[C@@H](Cc4ccccc4)C(=O)N3C2)cc1Cl,0.1,-1.5,13,1
CC(=O)Oc1cccc(C(=O)Nc2ccc(OCC(=O)O)cc2)c1,-0.2,-2.7,-16,-3
CC(C)OC(=O)c1ccc(NC(=O)COc2ccccc2Br)cc1,0.4,-0.9,6,13
CCNc1ncc(C(=O)NCCN(C(C)C)C(C)C)s1,0.0,0.5,12,-12
Cc1nc2c(C(=O)NCCc3ccccc3)cnn2c(C)c1Cc1ccccc1F,0.0,0.5,3,2
COc1ccc(C(=CCl)c2ccc(OC)cc2)cc1,-0.1,2.3,-9,42*
c1ccc(Cn2nnc3c(NCCN4CCCC4)ncnc32)cc1,-0.2,-0.6,3,-4
O=C(O)c1cccc(S(=O)(=O)Nc2nc(-c3ccco3)c(-c3ccco3)s2)c1,0.0,1.3,6,3
O=C(CNC(=O)/C=C/c1ccco1)N=Nc1c(O)[nH]c2ccc([N+](=O)[O-])cc12,0.5,2.7,14,8
CSc1nc(C2CC2)cc(-c2ccc(Cl)cc2)c1C#N,0.1,0.9,8,-7
CCOC(=O)c1cnc2c(OC)cccc2c1N1CCC(Cc2ccccc2)CC1,-0.1,-0.3,-4,2
CCOc1cc(N2CCN(C(=O)c3ccc(OC)c(OC)c3)CC2)nc(C)n1,-0.1,0.7,6,2
Cc1nc(NCc2ccco2)sc1-c1ccn(C)n1,-0.1,-1.3,-1,0
CCC(CC)C(=O)N1CCc2c(C(=O)NC(C)c3ccco3)c(OC)cc(=O)n2CC1 (centres undefined),-0.1,1.8,-13,-17
COc1ccc(CCNC(=O)c2csc(-c3cccc(C(C)=O)c3)n2)cc1,0.2,1.2,-9,8
CCCCN(CC)C(=O)CSc1cc(=O)n(C)c2ccccc12,0.0,-0.5,22,-4
COc1ccc(OCC(O)CN2CCCC2)cc1 (centres undefined),0.5,1.3,55*,-5
COc1ccc(CCNC(=O)/C(C#N)=C/c2ccc(C)o2)cc1OC,-0.2,0.2,5,-3
CC(=O)c1cccc(-c2nc(Nc3ccccc3)c3ncn(-c4ccccc4)c3n2)c1,0.2,-1.6,12,-14
COc1ccc(NC(=O)COC(=O)c2cc(Cl)cc(Cl)c2N)cc1OC,0.2,1.8,1,9
COc1ccc2nc(N3CCN(C(=O)Cc4ccc(F)cc4)CC3)sc2c1,-0.1,1.8,1,15
Cc1ccccc1OCCCC(=O)Nc1nnc(Cc2ccc(Cl)cc2)s1,-0.1,-0.4,-13,-2
Cc1ccc(/C=C/C(=O)Nc2cccc3ncccc23)o1,-0.2,0.7,3,-3
COc1ccc(N(C)C(=O)CCS(=O)(=O)c2cccc3nonc23)c(OC)c1,0.1,0.3,11,-5

# Source: PubChem
